MBD2 DNA inh: MBD2-methylated oligo binding inhibition | Q9UBB5 | TR-FRET, MBD2 binding to methylated oligonucleotide | inhibition, % at 4.4 µM | 370,000 compounds, 0.31% hits | AID 686964; in the data active = inhibition above about 13%
PRMT1 inh: PRMT1 (human) inhibition, primary screen; Q99873; recombinant PRMT1, activity-based probe fluorescence polarization; inhibition, % at 2.79 µM; 370,000 compounds, 1.3% hits;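 active = inhibition above about 21% made by adding two undisclosed values, limit read from the data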
HTRA1 inhibitor: HTRA1 (human) protease inhibition. Q92743. inhibition, % at 5.96 µM. recombinant HTRA1, FP-rhodamine activity-based probe, fluorescence polarization. 340,000 compounds, 0.5% hits; in the data active = inhibition above about 36%;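 note: 0% = enzyme with DMSO and 100% = wells lacking enzyme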
Target sequence (Q92743 whole entry, looked up): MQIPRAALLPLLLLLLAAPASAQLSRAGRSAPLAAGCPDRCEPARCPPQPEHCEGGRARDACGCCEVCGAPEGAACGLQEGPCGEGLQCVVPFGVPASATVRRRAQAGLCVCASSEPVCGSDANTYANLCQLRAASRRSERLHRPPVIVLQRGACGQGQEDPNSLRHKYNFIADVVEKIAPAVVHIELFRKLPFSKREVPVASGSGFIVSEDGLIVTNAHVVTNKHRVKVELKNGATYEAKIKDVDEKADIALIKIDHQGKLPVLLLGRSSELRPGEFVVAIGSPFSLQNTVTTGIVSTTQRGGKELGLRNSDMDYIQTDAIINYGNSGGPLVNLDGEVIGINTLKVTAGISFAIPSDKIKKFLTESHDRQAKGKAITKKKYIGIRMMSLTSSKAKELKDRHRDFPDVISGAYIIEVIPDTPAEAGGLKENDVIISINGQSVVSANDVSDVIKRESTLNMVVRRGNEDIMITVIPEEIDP
TDP2 inh: TDP2 (human) inhibition, absorbance primary screen; O95551; recombinant TDP2, T5PNP hydrolysis, p-nitrophenol absorbance 415 nm; inhibition, % at 12.8 µM; 370,000 compounds, 0.34% hits; AID 720702;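 active = inhibition above the mean of all tested compounds plus 3 SD, set per campaign, cut at about 25% in these data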;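 note: 0% = DMSO with enzyme and 100% = buffer with substrate but no TDP2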
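test system = human TDP2 enzyme | input = TDP2 enzyme at 120 nM final | medium = 50 mM Tris-HCl pH 7.5 with Mg2+, KCl, DTT, BSA | also added = T5PNP substrate, 5 mM | times = 2 h at 37 °C | technique = epi absorbance | benchmarks = high control without enzyme, low control DMSO plus TDP2 | replication = each compound tested once, singlicate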
rCAG binder: r(CAG) repeat RNA binding; inhibition, % at 3 µM; 370,000 compounds, 1.3% hits; TO-PRO-1 dye displacement fluorescence;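 active = inhibition above the plate cutoff, the mean of all test compounds on that plate plus 3 SD, cut at about 35% in these data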;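 note: 0% = DMSO alone and 100% = 100 µM mitoxantrone as full dye displacement; higher means more dye released from RNA so lower well fluorescence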
GC-B act: GC-B (human) receptor activation. 370,000 compounds, 0.11% hits. P20594. HEK293-GC-B cells, CNP EC30, cGMP TR-FRET; 0% at EC30 CNP, 100% saturating CNP. activation, % at 10 µM;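 active = activation at 10 µM reaching about 35% in either raw or pattern-adjusted values, limit read from the data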
LEDGF integ inh: blocks HIV-1 LEDGF/p75-dependent DNA integration; TR-FRET IN-LEDGF/p75 DNA integration, Eu/Cy5; inhibition, % at 3.7 µM; 370,000 compounds, 0.64% hits; AID 743269;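 active = inhibition above the screen-wide mean plus 3 SD, cut at about 13% in these data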;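 note: signal is the Cy5 over europium emission ratio at 671 and 618 nm; 0% = plate median of compound wells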
mABHD4 FP: ABHD4 (mouse) inhibition, primary FP screen. purified mABHD4, FP-Rh probe fluorescence polarization. inhibition, % at 8.92 µM. Q8VD66. 370,000 compounds, 0.54% hits;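 active = inhibition exceeding the mean over every tested compound plus 3 SD, cut at about 30% in these data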;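 note: 0% = plate median of compound wells and 100% = S159A mutant with DMSO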
Target sequence (Q8VD66 whole entry, looked up): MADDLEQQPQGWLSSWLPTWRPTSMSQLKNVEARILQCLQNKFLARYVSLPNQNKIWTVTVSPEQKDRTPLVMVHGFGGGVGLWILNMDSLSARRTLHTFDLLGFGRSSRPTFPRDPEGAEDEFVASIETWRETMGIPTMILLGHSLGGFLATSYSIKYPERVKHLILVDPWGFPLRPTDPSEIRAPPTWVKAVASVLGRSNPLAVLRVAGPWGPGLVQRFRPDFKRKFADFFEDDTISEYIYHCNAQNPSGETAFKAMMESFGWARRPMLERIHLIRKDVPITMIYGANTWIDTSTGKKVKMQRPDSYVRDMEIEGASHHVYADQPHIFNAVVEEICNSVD
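Test system: mABHD4 protein; Read-out basis: % inhibition; Incubation: 45 min + 60 min at 25 °C; Repeats: single replicate; Technique: fluorescence polarization with parallel and perpendicular emission, 525/598 nm; Compound: 8.92 µM, single dose; Benchmarks: full inhibition S159A mutant plus DMSO, zero as sample-well median.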
TCR-CD3 inh: inhibitors of human TCR-CD3 interaction | TAMRA-labeled TCR probe fluorescence, biochemical | inhibition, % at 9.4 µM | 360,000 compounds, 0.37% hits | AID 651800; in the data active = inhibition above about 19%;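 note: recombinant mutant TCR 2C K166C tagged with TAMRA read by polarization; 0% = receptor in buffer alone and 100% = receptor with positive control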
SIAE primary: inhibitors of human sialic acid acetylesterase SIAE. SIAE FP-Rh probe binding, fluorescence polarization. Q9HAT2. inhibition, % at 9.66 µM. 370,000 compounds, 0.69% hits;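 active = inhibition above a cutoff: mean of compounds within the control limits plus 3 SD of those, cut at about 17% in these data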;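 note: 0% = plate median of compound wells and 100% = probe without SIAE protein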
* hit, by the source's call; . = not tested or not shown. The list is partial (hit frequency here may not be typical).

SMILES	MBD2 DNA inh	PRMT1 inh	HTRA1 inhibitor	TDP2 inh	rCAG binder	GC-B act	LEDGF integ inh	mABHD4 FP	TCR-CD3 inh	SIAE primary
COCCn1cnc2c(c1=O)c1nc3ccccc3nc1n2/N=C/c1cccc(OC)c1	3	2	-4	-5	5	-2	-4	3	2	-7
Cc1cccc(S(=O)(=O)c2c(C)cc(C)nc2Cl)c1	3	0	6	2	-2	2	5	-5	-1	-4
Cc1cc(=O)[nH]c2nc3ccccc3n12	2	1	5	4	0	0	0	5	-7	7
COc1ccc2cc(C3CC(c4ccco4)=NN3S(=O)(=O)c3ccccc3)c(Cl)nc2c1 (stereo unspecified)	-5	29*	-54	-9	28	-1	10	-11	0	-1
Cc1cc2[nH]c(=O)c(=O)[nH]c2cc1S(=O)(=O)Nc1ccccc1F	2	4	3	8	1	3	-5	2	-6	-6
Cc1ccc(-c2c(C(=O)NC(C)C)oc(=O)c3ccccc23)cc1	-4	-2	7	-1	-4	-6	2	0	7	2
C[C@H]1Cn2cnc(C(=O)N[C@H](C)c3ccccc3)c2C(=O)N1	0	-1	6	-8	2	3	1	0	-3	-3
COC(=O)[C@@]1(Cc2ccc(F)cc2)[C@H]2c3cc(C(=O)N4CCCC4)n(CCN4CCNC4=O)c3C[C@H]2CN1C(=O)c1ccccc1	7	6	.	-9	4	1	-3	-9	-6	0
CC(=O)Nc1ccc(S(=O)(=O)Nc2nc3ccc(C)cc3s2)cc1	3	2	-5	5	22	5	1	2	4	-9
COc1ccc(S(=O)(=O)Nc2cccc(F)c2)cc1C	-4	0	-5	-5	1	-1	-4	-4	4	4

Sorted by the number under GC-B act (descending): some entries from above
| Compound | GC-B act |
| --- | --- |
| Cc1cc2[nH]c(=O)c(=O)[nH]c2cc1S(=O)(=O)Nc1ccccc1F | 3 |
| COC(=O)[C@@]1(Cc2ccc(F)cc2)[C@H]2c3cc(C(=O)N4CCCC4)n(CCN4CCNC4=O)c3C[C@H]2CN1C(=O)c1ccccc1 | 1 |
| Cc1ccc(-c2c(C(=O)NC(C)C)oc(=O)c3ccccc23)cc1 | -6 |

Carrying on.
SMILES	MBD2 DNA inh	PRMT1 inh	HTRA1 inhibitor	TDP2 inh	rCAG binder	GC-B act	LEDGF integ inh	mABHD4 FP	TCR-CD3 inh	SIAE primary
CCCCNC(=O)OC(C)CNC(=O)Oc1cccc(C)c1 (stereo unspecified)	0	-2	1	10	-1	6	1	2	-15	1
CC/C(=C/c1sc2ccc(C)cc2[n+]1CCCS(=O)(=O)[O-])SC	3	39*	.	7	3	1	-3	3	4	2
CC1Cc2ccccc2N1C(=O)COC(=O)Cc1ccc(F)cc1 (stereo unspecified)	0	1	2	-8	-9	-1	1	5	-2	-9
c1ccc2c(c1)ncn2CCCCOc1ccc2c(c1)CCC2	1	3	-18	15	-3	1	5	14	1	-1
COc1ccc(NC(=O)c2sc(N)nc2-c2ccccc2)cc1	0	-1	-11	6	-3	-4	5	-2	-7	-1
COCCOC(=O)c1sc(=S)n(CCOC)c1N	-8	7	24	0	1	3	4	52*	38*	36*
CCN(CC)S(=O)(=O)c1ccc(Cl)c(NC(=O)COc2ccc(OC)cc2[N+](=O)[O-])c1	-3	2	-8	-5	8	-3	-5	8	-4	-4
CC(C)CCNC(=O)C1CCN(S(=O)(=O)c2ccc3c(c2)CC(C)N3C(=O)C2CCC2)CC1 (stereo unspecified)	4	-1	1	20	-5	3	0	-2	3	4
COc1cc(-c2c(C#N)c(N)nc3c2CCCC3)ccc1O	0	-1	4	-7	-5	-4	2	-7	4	1
CCNC(=O)c1sc(=S)n(CC)c1N	-4	8	-4	-13	1	-8	-2	2	0	3
Cc1cc(SCC(=O)OCC(=O)N(C)C2CCS(=O)(=O)C2)c(C)cc1Br (stereo unspecified)	0	4	0	-3	-4	-3	-3	1	1	-1
CCOC(=S)N/C(=N\S(=O)(=O)c1ccccc1)c1ccccc1	-1	0	-2	3	3	4	-1	1	-2	3
CCOC(=O)c1ccc(N2C(=O)C(O)=C(C(C)=O)C2c2ccccc2)cc1 (stereo unspecified)	3	-1	-4	-10	2	-6	1	2	1	5
O=C(Nc1ccccc1Br)c1cccc2ccccc12	-2	-4	.	3	1	2	5	-5	6	-4
Cc1cccc(N=C2NN=C(c3ccc4c(c3)OCCO4)CS2)c1	2	7	6	6	11	-2	3	10	1	3
O=C(NCCc1ccc(Cl)cc1)Nc1ccc(Cl)cc1	-2	0	-2	2	-3	2	1	-1	-2	-9
CCC1=C(OC(=O)N(CC)CC)N2C(=O)OC(=NCC3CC3)[C@]2(Cc2ccccc2)[C@H]2C1=CC[C@H]1C(=O)N(c3ccccc3)C(=O)[C@H]12	0	1	-41	-1	2	1	1	-9	-3	-5
O=C(CSC1=NCCS1)NC(c1ccccc1)c1ccccc1	1	58*	-3	5	3	1	-2	10	2	-3
CCc1ccc(S(=O)(=O)NCCc2csc(-c3cccnc3)n2)s1	-1	-1	-13	-1	3	-5	-4	5	1	-2
CCOC(=O)C1=CCN(S(=O)(=O)c2ccc(Cl)cc2)C1c1ccc(Cl)c(Cl)c1 (stereo unspecified)	2	1	.	-2	5	-14	-2	-1	7	-10
Clc1ccc(C2=Nn3c(Cn4nnc5ccccc54)nnc3SC2)cc1	9	14	.	20	2	-13	0	1	0	2
CC1CCCCC1NC(=O)CN1CCC(NC(=O)C(C)(C)C)CC1 (stereo unspecified)	3	-3	9	4	-1	-2	0	5	0	1
CCn1c(SCC(=O)c2ccc(Cl)s2)nnc1-c1cccs1	1	0	-9	5	5	-11	0	-6	2	0
CC(CCc1ccccc1)NC(=O)CSc1nc(N)cc(N)n1 (stereo unspecified)	-1	2	-9	3	2	0	1	-1	5	-5
Cc1cc(NC(=O)CSc2nnnn2-c2ccccc2C)no1	-3	-1	-2	9	-3	-2	0	-6	7	7
COc1ccc(S(=O)(=O)N2CCOC2CNC(=O)C(=O)NCc2cccnc2)cc1OC (stereo unspecified)	9	12	3	4	5	0	1	-5	-14	-6
COc1ccc(C(=O)NC(C)c2ccc(-n3ccnc3)cc2)c(OC)c1OC (stereo unspecified)	0	6	2	9	-8	-3	0	9	2	-3
O=C(CCn1c(=O)oc2ccccc21)NCc1ccc2c(c1)OCO2	2	-2	-1	11	2	1	1	0	10	5
COc1cccc(OC)c1-c1nnc(-c2cn(C)c3ccccc23)o1	-1	1	-7	-2	1	3	0	-3	1	-7
COC(=O)c1ccc(CNC(=O)CSc2nc3ccccc3[nH]2)cc1	0	8	-5	7	0	2	1	5	10	3
COc1cccc(CN(C)C(=O)C(Cc2ccccc2)NC(=O)c2ccccc2)c1OC (stereo unspecified)	-2	-3	0	-7	-11	-6	0	-6	-3	1
Cn1nc(-c2ccccc2)nc1-c1ccccc1	-3	-1	-8	3	-4	-4	0	1	1	-4
CC(C)C[C@@H]1COc2cc(Br)ccc2S(=O)(=O)N1Cc1cn(CC2CCCCC2)nn1	2	-2	.	4	0	11	-3	0	.	-3
CN(CCCNC(=O)c1cc2c(Cl)nc3ccccc3c2s1)Cc1ccccc1	-3	3	-59	-5	3	-13	1	0	-1	-9
O=C(c1cc(COc2cccc(C(F)(F)F)c2)on1)N1C[C@H]2CC[C@H]1C2	3	5	2	-17	-11	1	-7	0	-9	2
CCOC(=O)C(=O)c1csc(NC(=O)COc2ccc(N(C)S(=O)(=O)c3ccc(F)cc3)cc2)n1	-4	-1	9	-4	6	-1	-2	0	7	4
C/C(Cc1ccccc1)=N\NC(=O)CNC(=O)c1ccc2c(c1)OCCO2	-2	2	0	10	0	-4	2	2	9	3
Cc1ccc(S(=O)(=O)N2CCN(S(=O)(=O)N(C)C)CC2)cc1	4	2	-5	-2	-1	7	-5	3	-2	-6
O=C(O)C1=C[C@@H](c2ccc(Br)cc2)C[C@@H](OCCCCO)O1	4	3	6	7	3	1	2	10	-5	3
Cc1cc(C)c(C(=O)Nc2ccc(C)c(C)c2)c(CC(C)(C)C(=O)O)c1	6	-1	-1	-9	0	6	2	0	2	11
CC(=O)Nc1ccc(NC(=O)C(NS(=O)(=O)c2cccc3nsnc23)C(C)C)cc1 (stereo unspecified)	-3	4	1	-6	1	1	-3	-1	1	4
O=C(CN(CC1CCCO1)C(=O)CNS(=O)(=O)c1ccc(Cl)cc1)NCc1ccco1 (stereo unspecified)	1	-3	4	16	4	1	0	-1	2	-2
Cc1cccc(C)c1OCCCCc1c(C)n[nH]c1C	3	2	-8	17	-7	2	6	3	2	0
N#Cc1cccc(C(=O)C(=O)N2CCC(Cc3ccccc3)CC2)c1	3	1	.	9	1	3	-3	4	-9	1
CSc1nc(N(C)C)nc(N2CC(=O)N(CCNS(=O)(=O)c3ccc(C)cc3)C2=N)n1	-7	-3	-3	-1	3	-4	6	5	1	3
O=C(Nc1nnc(-c2ccc(F)cc2)o1)c1cccc([N+](=O)[O-])c1	-1	-3	10	5	10	2	3	-9	0	4
O=C1COc2ccc(C(=O)COC(=O)c3cc(S(=O)(=O)N4CCOCC4)ccc3F)cc2N1	7	7	-2	-8	5	19	-7	3	-3	-1
O=C1CC(c2ccccc2)n2nc(N3C(=O)c4ccccc4C3=O)nc2N1 (stereo unspecified)	0	4	5	0	-2	2	0	9	-4	-7
CN(CC(=O)Nc1ccc(F)cc1)C(=O)CN1C(=O)c2cccc([N+](=O)[O-])c2C1=O	-3	5	1	0	0	-2	-8	3	-6	0
O=C(N/N=C/c1ccsc1)c1ccc2ccccc2n1	1	3	-4	0	4	0	-7	-6	2	-3
(cont.)
SMILES	MBD2 DNA inh	PRMT1 inh	HTRA1 inhibitor	TDP2 inh	rCAG binder	GC-B act	LEDGF integ inh	mABHD4 FP	TCR-CD3 inh	SIAE primary
O=C(c1ccc(COc2ccccc2[N+](=O)[O-])o1)N1CCCCCC1	3	-1	-8	-9	-5	2	0	-2	4	1
CCOc1ccc(Cl)cc1-c1cc(C(=O)NCc2cccc(C(F)(F)F)c2)[nH]n1	2	-2	.	6	3	15	-5	-70	4	-62
Cc1ccc2nc(Nc3ncc4c(n3)CC(C)(C)CC4=O)nc(C)c2c1	0	2	4	3	7	5	-4	4	0	-3
O=C(O)c1ccc(CSc2nc3ccc(N4C(=O)C5C6C=CC(C6)C5C4=O)cc3s2)cc1 (stereo unspecified)	2	1	-3	-8	22	2	-1	-20	-4	2
Cc1c(C(=O)O)cccc1-c1ccc(/C=N/Nc2ccc(Br)cc2)o1	2	4	11	12	50*	-1	1	35*	7	14
CC(/C=C/c1ccccc1)=N\Nc1nc(-c2ccccc2)cs1	3	0	8	8	9	4	-2	0	5	4

By substructure, those above with a nitro group on carbon
SMILES	MBD2 DNA inh	PRMT1 inh	HTRA1 inhibitor	TDP2 inh	rCAG binder	GC-B act	LEDGF integ inh	mABHD4 FP	TCR-CD3 inh	SIAE primary
CCN(CC)S(=O)(=O)c1ccc(Cl)c(NC(=O)COc2ccc(OC)cc2[N+](=O)[O-])c1	-3	2	-8	-5	8	-3	-5	8	-4	-4
O=C(Nc1nnc(-c2ccc(F)cc2)o1)c1cccc([N+](=O)[O-])c1	-1	-3	10	5	10	2	3	-9	0	4
CN(CC(=O)Nc1ccc(F)cc1)C(=O)CN1C(=O)c2cccc([N+](=O)[O-])c2C1=O	-3	5	1	0	0	-2	-8	3	-6	0
O=C(c1ccc(COc2ccccc2[N+](=O)[O-])o1)N1CCCCCC1	3	-1	-8	-9	-5	2	0	-2	4	1
